Screens deposited in PubChem BioAssay by several laboratories.
AddAB inh: less growth of phage-infected E. coli with AddAB; 330,000 compounds, 0.29% hits; inhibition, % at 11.9 µM; AID 435030; E. coli expressing H. pylori AddAB, absorbance growth; in the data active means inhibition above about 12%;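 further: 0% = vehicle wells of infected cells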
PfHsp90 set2: growth inhibition of yeast expressing Plasmodium Hsp90. S. cerevisiae expressing PfHsp90, BacTiter-Glo ATP, 48 h; yeast lacking PDR1 and PDR3 efflux regulators. 310,000 compounds, 0.32% hits. inhibition, % at 9.4 µM;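 active means every replicate shows inhibition above about 80%, whatever the replicate mean, limit read from the data; inconclusive means mean inhibition reaches the set limit but some replicate falls short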;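 further: 0% = DMSO neutral controls and 100% = 20 µM radicicol positive controls; yeast relying on Plasmodium falciparum Hsp90 in place of its own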
phage Ecoli inh: E. coli growth loss with phage present. 360,000 compounds, 0.26% hits. inhibition, % at 11.9 µM. AID 651602. growth absorbance; in the data active means inhibition above about 11%
Rtt109 Vps75: C. albicans Rtt109 histone acetyltransferase inhibition; Q5AAJ8; purified Rtt109/Vps75, ThioGlo CoA-SH fluorescence, 4 h; inhibition, % at 34.9 µM; 330,000 compounds, 0.16% hits;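 active means inhibition of at least 50% in every replicate; inconclusive means best replicate reaches 50% inhibition but some replicates fall short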
Target sequence (Q5AAJ8 whole entry, looked up): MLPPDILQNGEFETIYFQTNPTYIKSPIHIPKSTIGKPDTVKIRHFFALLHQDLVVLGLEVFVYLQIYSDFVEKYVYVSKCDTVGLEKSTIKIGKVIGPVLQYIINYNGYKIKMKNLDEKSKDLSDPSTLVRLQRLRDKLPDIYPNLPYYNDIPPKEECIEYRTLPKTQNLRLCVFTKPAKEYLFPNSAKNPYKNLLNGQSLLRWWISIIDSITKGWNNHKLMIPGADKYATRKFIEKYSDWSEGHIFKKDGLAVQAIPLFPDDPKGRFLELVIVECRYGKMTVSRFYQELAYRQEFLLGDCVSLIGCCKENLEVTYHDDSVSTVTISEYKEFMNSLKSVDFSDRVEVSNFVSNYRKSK
Ecoli viability: bacterial growth inhibition, counter-screen for AddAB inhibitors. inhibition, % at 11.9 µM. 330,000 compounds, 0.27% hits. AID 449728. E. coli V3065 growth, OD600 absorbance, 18 h;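 active means inhibition above the campaign's mean inhibition across all tested compounds plus 3 SD, cut at about 9.9% in these data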;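 further: uninfected addAB+ strain grown without phage in ampicillin broth; 0% = DMSO wells and 100% = ciprofloxacin 0.95 µg/ml wells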
DAGLB inhibitor: blocks human DAGLB lipase activity; Q8NCG7; HEK293T DAGLB membrane lysate, EnzChek fluorogenic substrate; inhibition, % at 5.17 µM; 340,000 compounds, 0.059% hits; AID 504411; in the data active means inhibition above about 34%;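 further: 0% = enzyme with vehicle and 100% = wells lacking enzyme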
Target sequence (Q8NCG7 whole entry, looked up): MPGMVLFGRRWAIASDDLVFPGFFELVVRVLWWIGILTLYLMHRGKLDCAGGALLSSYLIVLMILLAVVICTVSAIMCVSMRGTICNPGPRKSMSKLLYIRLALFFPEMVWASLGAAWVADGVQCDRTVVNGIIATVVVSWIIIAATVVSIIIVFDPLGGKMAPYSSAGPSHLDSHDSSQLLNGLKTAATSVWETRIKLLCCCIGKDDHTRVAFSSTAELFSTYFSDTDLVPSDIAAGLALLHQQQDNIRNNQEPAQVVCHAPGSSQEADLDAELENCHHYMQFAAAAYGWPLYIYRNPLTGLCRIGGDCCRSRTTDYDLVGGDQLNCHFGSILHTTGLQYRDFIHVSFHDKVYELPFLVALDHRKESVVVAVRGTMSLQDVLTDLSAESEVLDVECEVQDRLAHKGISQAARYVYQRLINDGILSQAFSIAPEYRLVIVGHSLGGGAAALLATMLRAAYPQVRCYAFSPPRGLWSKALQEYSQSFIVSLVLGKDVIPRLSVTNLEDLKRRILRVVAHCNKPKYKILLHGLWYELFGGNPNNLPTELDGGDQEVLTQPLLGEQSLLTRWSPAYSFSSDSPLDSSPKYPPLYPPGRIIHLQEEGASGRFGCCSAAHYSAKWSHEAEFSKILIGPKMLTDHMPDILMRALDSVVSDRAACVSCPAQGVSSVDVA
CAL PDZ inh: human CAL PDZ-peptide interaction inhibition; AID 504414; purified CAL PDZ, TMR-peptide fluorescence polarization, 1 h; 330,000 compounds, 0.02% hits; inhibition, % at 20 µM;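 active means highest replicate inhibition of at least 40%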;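 further: plate controls were DMSO neutral control wells for no effect and unlabeled competitor peptide control wells for full effect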
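material = purified tagged CAL PDZ domain construct (CerCALP) | compound dosing = 20 µM, one dose | times = 1 h at RT | measured by = fluorescence polarization from S- and P-plane intensities, G-factor corrected | read-out = inhibition from polarization loss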
Wnt act: activators of Wnt/beta-catenin signaling; 300,000 compounds, 1.2% hits; Wnt/beta-catenin reporter cell assay, activator, plate reader; activation, % at 9.35 µM; AID 743398; in the data active means activation above about 30%, passing the limit was not always enough; inconclusive means no clear call, values can overlap the other calls;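 further: 0% = neutral control wells and 100% = positive control wells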
PvdQ inh: blocks Pseudomonas aeruginosa PvdQ acylase activity | AID 488965 | inhibition, % at 10 µM | purified PvdQ acylase, fluorescence plate reader | 340,000 compounds, 0.063% hits; in the data active means inhibition above about 30%, passing the limit was not always enough; inconclusive means no clear call, values can overlap the other calls;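 further: 0% = vehicle neutral wells and 100% = reference inhibitor wells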
Tat export inh: inhibitors of E. coli Tat protein transport. E. coli MC4100 TorA-mCherry Tat export, fluorescence. inhibition, % at 10 µM. 340,000 compounds, 0.036% hits;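 active means mean replicate inhibition at least 50% and at least half of replicates individually reaching 50%; inconclusive means only one of the two criteria met; inactive means neither criterion met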;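 further: exported cargo escapes ClpAP degradation while cytoplasmic cargo is degraded and loses fluorescence; 0% = median of neutral control wells and 100% = median of NaSCN control wells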
Active calls of the source: *; ? = inconclusive; . = no result given; & = joins results of further samples.

The line under a structure holds: Rtt109 Vps75	phage Ecoli inh	Wnt act	DAGLB inhibitor	AddAB inh	Tat export inh	CAL PDZ inh	PfHsp90 set2	PvdQ inh	Ecoli viability
- COc1ccccc1NC(=O)C1CC(C)OC1=O (stereo unspecified)
 : -1	-1.9	1	0	0.8	-1	-0.6	12	-9	0.3
- CCOc1ccccc1C=NN1CCCCCC1
 : 0	3.0	-3	-2	.	1	0.6	.	-9	.
- O=C(NCCOc1cccnc1)C1CCC(=O)N(Cc2ccccc2F)C1 (stereo unspecified)
 : -7	0.2	1	-4	3.0	-11	-1.5	7	-3	-2.5
- CC(C)(C)NC(=O)COC(=O)c1cc(Cl)ccc1[N+](=O)[O-]
 : 3	2.2	-1	-2	58*	-5	-1.4	-6	-15	16*
- Cc1[nH]c2ccccc2c1C(=O)COC(=O)C1CCC1
 : 5	2.8	0	-1	3.5	3	-2.9	-6	-11	-0.3
- CCOc1ccc(NC(=O)N(Cc2ccc(C)cc2)Cc2ccccn2)cc1
 : -2	0.5	12	-1	-1.2	-8	-0.7	8	-14	-0.9
- Nc1c(C(=O)C2CC2)sc2nc(-c3ccccc3)cc(C(F)(F)F)c12
 : -4	1.0	0	-7	1.6	-6	-0.7	.	6	-2.4
- CCNc1nc(NCC)n2c(SCC(=O)Nc3ccc(C)c(C)c3)nnc2n1
 : 3	3.3	-4	2	0.8	-4	-2.7	-4	0	-0.4
- Nc1ccccc1Nc1ccccc1
 : -29	2.9	.	4	1.4	-2	0.7	52	-6	-4.0
- Cc1ccc(C(C)C)c(O)c1C(=O)O
 : -1	1.8	-3	2	.	1	-1.0	1	-7	.
- COc1cc(O)c(C(CC(=O)N2CCOCC2)c2ccc(N(C)C)cc2)c(OC)c1 (stereo unspecified)
 : -6	1.6	-1	-1	3.7	-9	-2.2	.	-11	-3.7
- CCOCC(=O)Nc1c(C(=O)Nc2ccc3c(c2)OCO3)oc2ccccc12
 : -61	2.2	?	-2	2.3	-8	-11	-11	-15	0.8
- O=C(CCCn1c(SCC(=O)c2ccc(F)cc2)nc2ccccc2c1=O)NCc1ccco1
 : -11	-0.4	.	2	0.5	3	-0.1	.	-13	-0.8
- O=C(NCc1ccccc1)c1cc[n+](CC(=O)c2cccs2)cc1
 : 2	1.4	1	.	2.0	0	-1.0	13	-3	0.5
- O=c1cc(N2CCCCC2)c(-c2ccccc2)nn1Cc1cccc(F)c1
 : 3	4.7	-4	-4	-0.2	17	-3.1	.	1	-0.7
- CCc1ccc(/C=C2\SC(N3CCCC3)=NC2=O)cc1
 : -1	0.0	-2	2	0.5	1	-3.8	-18	4	0.9
- Cc1ccc(-n2c(Cc3cccs3)nnc2SCC(=O)Nc2ccc(S(N)(=O)=O)cc2)cc1
 : 17	2.2	-1	-9	1.6	-4	.	.	0	2.4
- CCN(CC)S(=O)(=O)c1ccc(C)c(NC(=O)COC(=O)CCC(=O)c2cccs2)c1
 : -2	-1.6	-3	4	0.7	-1	-1.3	-8	-1	1.4
- CN(C)/C=C/C(=O)c1cnc(-c2ccccn2)s1
 : 13	-0.8	28	0	0.3	-6	-6.2	-3	0	-1.5
- CC(C)=C(NC(=O)c1ccccc1)C(=O)NCCCC(=O)O
 : 8	-0.5	1	-1	2.1	8	-1.5	7	5	1.9
- CCOc1ccccc1NC(=O)c1ccc(CN2CCc3ccccc3C2)cc1
 : 5	5.2	-1	-10	0.8	7	-1.7	-9	-21	-1.2
- COc1ccc(S(=O)(=O)N2CCCCC2)cc1C(=O)N1CCCCCC1
 : 0	0.0	-1	-1	0.3	7	-2.2	19	-9	-0.5
- COc1ccccc1OCCNC(=O)c1ccc2c(c1)CCC2
 : -7	0.9	14	-1	4.5	24	-2.1	-3	-8	1.1
- O=C1CCCCN1CCC(=O)N1CCCC(N2CCN(c3ccccc3)CC2)C1 (stereo unspecified)
 : -1	2.6	2	-1	-0.7	-1	-2.3	-4	-19	-1.8
- O=C(CCN1C(=O)/C(=C/c2ccccc2)SC1=S)Nc1cccnc1
 : 2	-0.1	-6	1	-0.3	3	-1.1	-6	-13	1.1
- O=C(CCCn1c(=S)[nH]c2cc3c(cc2c1=O)OCO3)NCc1ccccc1Cl
 : 5	-1.8	1	3	2.1	-1	-1.3	17	-9	-0.6
- CCOc1ccc(N=C(C)c2ccccc2O)cc1
 : 13	4.0	-1	3	1.7	19	-2.7	18	-1	0.8
- COc1ccccc1/C=C/C=N/N1CCN(Cc2cccc3ccccc23)CC1
 : 5	2.8	.	-5	-0.3	1	-1.8	.	-6	-1.6
- Cc1cc(NS(=O)(=O)c2ccc(NC(=O)CNS(=O)(=O)c3ccccc3)cc2)nc(C)n1
 : -4	-2.4	-3	0	-0.4	7	-0.3	-11	8	1.1
- CCN(CC)S(=O)(=O)c1ccc2[nH]cc(C(=O)NC3CC3)c(=O)c2c1
 : -2	1.2	1	-1	-1.6	0	-3.5	8	-14	-1.3
- CSc1ccc(CCNS(=O)(=O)c2csc(C(N)=O)c2)cc1
 : 2	-0.5	1	1	0.7	-2	-1.5	9	-10	-0.2
- O=C(COc1cccc(C(F)(F)F)c1)Nc1cccc(S(=O)(=O)NC2=NCCCCC2)c1
 : -2	1.6	-3	2	.	10	-0.4	1	-3	.
- Clc1ccc(OCCn2ccnc2)c(Br)c1
 : 2	-1.3	.	-1	-0.9	-7	-0.7	-9	0	0.4
- COc1ccc(OCC(=O)Nc2ccccc2O)cc1
 : 14	.	.	-2	-0.2	-7	-1.6	11	4	1.7
- CCN(C(=O)c1cccc(F)c1)c1ccccc1C
 : -3	2.5	-2	-3	-0.9	-6	-1.1	.	-13	0.0
- Cc1cc(C)cc(OCC(=O)OCC(=O)NC2CC2)c1
 : -5	0.4	-6	-1	0.3	-3	-0.7	20	-9	-2.1
- COC(=O)C1CC(=O)N(CCc2c[nH]c3ccccc23)C1 (stereo unspecified)
 : 13	-7.6	.	5	4.1	-4	-1.5	9	10	-1.4
- O=C(CN1C(=O)NC2(CCCCC2)C1=O)Nc1ccccc1Cl
 : -7	1.7	.	1	0.4	2	.	10	-14	-0.5
- CCCCOC(=O)Nc1ccc(C(C)C)cc1
 : 0	1.3	.	-10	0.4	-5	-0.5	14	-4	-0.3
- COc1cc(OC)cc(C(=O)Nc2nc3ccccc3[nH]2)c1
 : -4	-0.5	.	1	-5.1	-2	-2.9	25	-3	-4.3
- Cc1ccc(Oc2nsnc2N2CCOCC2)cc1
 : 8	2.9	.	-6	2.2	0	-1.0	7	-9	3.4
- Cc1nc(=O)c(-c2ccccc2)c(C)n1CCCO
 : -1	2.4	.	0	0.8	0	-1.6	-14	4	0.8
- Cc1cc2ccccc2c(=O)n1CC(=O)NCCC1=CCCCC1
 : -7	1.0	0	-1	4.1	-2	-0.3	-14	-9	3.0
- CCc1ccc(N(CC(=O)Nc2sc3c(c2C(=O)OC)CCCC3)S(C)(=O)=O)cc1
 : -3	0.5	.	-2	-0.5	6	-3.8	-1	-12	1.6
- Cc1c(CC(=O)O)c(=O)oc2cc3occ(-c4ccc(F)cc4)c3cc12
 : 10	0.7	5	1	0.2	2	-3.9	-6	3	0.3
- C[C@H](NC(=O)C1CCN(S(=O)(=O)c2ccccc2)CC1)C(=O)NCc1cccc(C(F)(F)F)c1
 : -4	-0.5	-1	-2	2.4	-5	-0.9	-22	-8	-1.4
- COc1ccccc1CNC(=O)C(C)Sc1ccc(C)cc1 (stereo unspecified)
 : 2	0.4	-1	-8	1.4	0	-2.4	-27	0	-0.8
- CCN(Cc1ccc(O)cc1)CC1CCCN(CCc2cccc(F)c2)C1 (stereo unspecified)
 : -6	-0.9	-2	1	4.3	2	-1.1	-18	-7	0.3
- O=C1CCN(CCc2ccccc2)CCN1CCO
 : 1	1.9	5	-4	4.2	-8	-1.0	-7	-18	-2.6
- Cc1cnc(NC(=O)c2ccc3c(c2)C(=O)N(Cc2ccco2)C3=O)s1
 : -4	0.5	.	-1	3.0	1	-0.4	2	-13	0.8
- Cc1ccc(NC(=O)C2CC(=O)N(c3ccccc3Cl)C2)cc1S(=O)(=O)N1CCOCC1 (stereo unspecified)
 : ?	1.4	0	-1	.	5	-1.7	14	0	.
- CCc1cccc(C)c1NC(=O)COC(=O)c1ccc2c(c1)S(=O)(=O)c1ccccc1C2=O
 : 9	2.3	0	-1	2.2	3	-0.2	3	8	0.2
- COc1ccccc1NC(=O)c1ccc(NC(=O)COC(=O)C2CCCCC2)cc1
 : .	0.8	-2	-2	3.4	5	-2.3	-1	-8	-0.3
- O=C(COc1ccc(Br)cc1)OCc1nnc(-c2ccccc2)o1
 : 2	0.9	-1	-8	2.0	13	-3.2	.	-8	0.9
- COCCN(C(=O)CCC(=O)Nc1nccs1)C(C(=O)NCCC(C)C)c1ccc(F)cc1 (stereo unspecified)
 : 1	-5.2	3	0	0.5	3	0.4	-49	-7	-1.9
- Cc1cccc(NC(=S)N/C(=N/S(=O)(=O)c2ccccc2)c2ccccc2)c1
 : 10&-4	4.7&2.3	-4	-4&-9	-0.1	0&4	-2.6&-0.7	3	-8&-9	-0.6
- O=C(CCN1C(=O)S/C(=C/c2ccccc2)C1=O)Nc1ccc(O)c(C(=O)O)c1
 : -1	-0.9	-3	6	0.6	-4	-3.4	-3	-16	0.2
- O=c1c(Cc2ccc(F)cc2)c(O)ccn1Cc1ccco1
 : -2	4.2	0	0	1.9	-2	-2.3	-15	5	1.6
- COc1ccc(CNC(=O)C2CC(c3cccc([N+](=O)[O-])c3)=NO2)cc1 (stereo unspecified)
 : 0	2.8	16	3	3.6	-4	-1.7	-7	-17	1.8
- Cc1ccc(C(O)(CCN2CCCCC2)c2ccccc2)cc1 (stereo unspecified)
 : 12	1.7	-1	-2	0.7	1	0.2	-2	8	1.2

Going on with the list.
The line under a structure holds: Rtt109 Vps75	phage Ecoli inh	Wnt act	DAGLB inhibitor	AddAB inh	Tat export inh	CAL PDZ inh	PfHsp90 set2	PvdQ inh	Ecoli viability
- Cn1c(=O)c2c(nc(SCCCO)n2Cc2ccccc2Cl)n(C)c1=O
 : -1	0.2	-6	2	2.9	1	-2.8	3	10	-1.0
- O=C(NCCCN1CCOCC1)C(=O)N/N=C/c1c2ccccc2cc2ccccc12
 : -1	3.7	-16	3	-0.5	0	-2.1	-5	0	1.8
- O=C1c2ccccc2C(=O)N1CCOc1ccccc1Cl
 : 41	1.7	24	-8	0.8	2	-2.9	-1	11	0.6
- CC1(C)CC(=O)C(Sc2ccc(Br)cc2)=C(O)C1
 : -9	-0.1	-2	0	-0.4	-8	-5.2	.	-17	-1.5
- O=C(O)CCCC(=O)Nc1ccccc1SCCS(=O)(=O)c1ccc(Cl)cc1
 : 0	1.6	1	-1	.	1	0.6	-3	3	.
- Cc1ccc(S(=O)(=O)N2CCC(C(=O)N[C@@H](C)C(=O)Nc3ccc4c(c3)OCO4)CC2)cc1
 : -5	0.2	0	-1	0.0	-9	-0.2	-8	9	-1.7
- COc1ccc(C(C(=O)NC2CCCCC2)N(C(=O)c2ccccn2)c2cccnc2)c(OC)c1 (stereo unspecified)
 : 10	3.4	-8	-2	3.6	4	-1.9	32	-4	-0.6

Another view of 2 compounds above.
mol	Rtt109 Vps75	phage Ecoli inh	Wnt act	DAGLB inhibitor	AddAB inh	Tat export inh	CAL PDZ inh	PfHsp90 set2	PvdQ inh	Ecoli viability
O=C(NCCCN1CCOCC1)C(=O)N/N=C/c1c2ccccc2cc2ccccc12	-1	3.7	-16	3	-0.5	0	-2.1	-5	0	1.8
O=C1c2ccccc2C(=O)N1CCOc1ccccc1Cl	41	1.7	24	-8	0.8	2	-2.9	-1	11	0.6
